BAZ2B inh = inhibitors of human BAZ2B bromodomain | Potency, µM (series often up to 114 µM), for the others: at the highest dose activity change, negative = inhibition, usual class: inhibitors | Q9UIF8 | AlphaScreen BAZ2B-H3K14Ac peptide displacement | 360,000 compounds, 4.4% hits; further: potency means the concentration at half of the fitted maximal effect; on the % scale 0 is the no-effect control and ±100 the full control effect; nearly all actives have a fitted effect of over 60% in size
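AlphaScreen displacement of biotin-H3(5-23)K14Ac peptide (50 nM final) from BAZ2B (50 nM final) in PBS pH 7.4, 0.01% Tween-20; complex preformed 30 min RT, then compounds (top 110 uM) 30 min RT, beads 20 min dark.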
HP1b chromo inh = blocks HP1-beta chromodomain binding to methylated histone tails | P83916 | AlphaScreen HP1-beta / biotin-H3K9me3 peptide binding | Potency, µM (titrated, usually from 114 µM), inactives show top-dose activity change, negative = inhibition, usual class: inhibitors | 390,000 compounds, 0.56% hits; further: potency means the concentration at half of the fitted maximal effect; nearly all actives have a fitted effect of over 70% in size; inactives centre near 23
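AlphaScreen: HP1-beta (50 nM) preformed 30 min with biotin-H3(1-18)K9me3 peptide (50 nM) in PBS pH 7.4, 0.01% Tween-20. Compound added for 30 min at RT, then streptavidin donor/nickel chelate acceptor beads (10 ug/mL) for 30 min.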
G9a inh = G9a (human) methyltransferase inhibition; Q96KQ7; Potency, µM (series often up to 102 µM), for the others: top-dose activity, negative = inhibition, actives largely listed as inhibitors; G9a H3K9 monomethylation, AlphaScreen, 2 h; 350,000 compounds, 8.8% hits; further: potency means the concentration at half of the fitted maximal effect; on the % scale 0 is the no-effect control and ±100 the full control effect; nearly all actives have a fitted effect of over 75% in size
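Methyltransferase reactions run at room temperature for 2 h (20 nM enzyme, 500 nM biotin-H3K9 peptide, 20 uM SAM) after a 15 min compound preincubation; product detected by AlphaScreen beads and anti-H3K9me1 antibody.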
Tb PGK inh = blocks T. brucei phosphoglycerate kinase. P07378. PGK/GAPDH coupled, Kinase-Glo luminescence, 60 min. Potency, µM (highest dose often 57.5 µM), for the others: at the highest dose activity change, negative = inhibition, most hits filed as inhibitors. 380,000 compounds, 0.043% hits. AID 602233; further: potency means the concentration at half of the fitted maximal effect; on the % scale 0 is the no-effect control and ±100 the full control effect; nearly all actives have a fitted effect of over 60% in size
Target sequence (P07378 whole entry, looked up): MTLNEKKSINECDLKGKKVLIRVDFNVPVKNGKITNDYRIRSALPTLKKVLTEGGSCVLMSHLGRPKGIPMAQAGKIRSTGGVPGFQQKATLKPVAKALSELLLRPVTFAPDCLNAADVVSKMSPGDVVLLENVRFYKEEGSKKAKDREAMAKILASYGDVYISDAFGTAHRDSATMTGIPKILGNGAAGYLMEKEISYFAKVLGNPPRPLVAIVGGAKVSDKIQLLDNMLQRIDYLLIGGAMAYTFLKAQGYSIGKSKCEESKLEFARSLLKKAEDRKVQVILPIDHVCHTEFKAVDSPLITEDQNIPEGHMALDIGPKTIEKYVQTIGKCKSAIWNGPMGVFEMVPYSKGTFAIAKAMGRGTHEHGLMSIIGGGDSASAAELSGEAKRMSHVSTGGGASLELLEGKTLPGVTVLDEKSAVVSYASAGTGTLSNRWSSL
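Recombinant glycosomal PGK reaction used 1,3-bisphosphoglycerate generated in-well by GAPDH (100nM final) in 100mM TEA pH 7.6, 5mM MgCl2, 0.01% Tween-20. After 60 minutes at room temperature, ATP was read by Kinase-Glo Plus luminescence end-point.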
PI4K2A block = blocks human PI4K2A kinase activity; Q9BTU6; purified PI4K2A, ADP-Glo luminescence, 1 h; stronger effect = lower value; activity change, negative = inhibition, % at 76.9 µM; 420,000 compounds, 0.13% hits; AID 1346378; in the data active means activity change below about -50%; inconclusive means mostly about -30% to -49%;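 further: -100% = wells without enzyme as full effect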
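In this quantitative HTS, ADP production by PI4K2A was quantified luminescently after 1 h at ambient temperature; 100 microM adenosine served as plate-quality control.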
ERG-DNA inh = ERG Ets/DNA interaction inhibition. P11308. 370,000 compounds, 0.028% hits. fluorescence polarization, His-ERG Ets domain / labelled DNA. Potency, µM (doses to about 76.9 µM), without a hit: at the highest dose FP activity, negative = inhibition, most hits filed as inhibitors; active means well fitted inhibition curve with a large enough effect in the polarisation, with a control signal flat; inconclusive means small, poorly fitted or top-dose-only effect, or effect the other way, or a change in a side signal; inactive means no such curve, though single readings can be large or run the other way; the % refers to the polarisation;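 further: polarization taken with two DNA probes labelled with fluorescein and Texas red; potency means the concentration at half of the fitted maximal effect; % of control where 0% means no effect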
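His-tagged ERG Ets domain (1 uM in the protein solution; 300mM KCl, 50mM Tris-HCl, 1mM EDTA, 1mM DTT, pH 7.5) received compound, then a probe mix of 5 nM fluorescein-DNA and 100nM Texas-615-DNA. Fluorescence polarization was read for both dyes.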
JMJD2A Tudor = blocks the human JMJD2A Tudor domain | 390,000 compounds, 4.4% hits | Potency, µM (titrated, usually from 114 µM), inactives show top-dose activity change, negative = inhibition, hits mostly inhibitors | O75164 | AlphaScreen JMJD2A-Tudor / H3K4me3 peptide binding; further: potency means the concentration at half of the fitted maximal effect; on the % scale 0 is the no-effect control and ±100 the full control effect; nearly all actives have a fitted effect of over 50% in size
GLS inh = inhibitors of human glutaminase (GLS); O94925; GLS enzymatic activity, qHTS titration; Potency, µM (doses to about 45.5 µM), for the others: at the highest dose activity change, negative = inhibition, hits mostly inhibitors; 410,000 compounds, 0.21% hits; AID 624170; further: potency means the concentration at half of the fitted maximal effect; on the % scale 0 is the no-effect control and ±100 the full control effect
Target sequence (O94925 whole entry, looked up): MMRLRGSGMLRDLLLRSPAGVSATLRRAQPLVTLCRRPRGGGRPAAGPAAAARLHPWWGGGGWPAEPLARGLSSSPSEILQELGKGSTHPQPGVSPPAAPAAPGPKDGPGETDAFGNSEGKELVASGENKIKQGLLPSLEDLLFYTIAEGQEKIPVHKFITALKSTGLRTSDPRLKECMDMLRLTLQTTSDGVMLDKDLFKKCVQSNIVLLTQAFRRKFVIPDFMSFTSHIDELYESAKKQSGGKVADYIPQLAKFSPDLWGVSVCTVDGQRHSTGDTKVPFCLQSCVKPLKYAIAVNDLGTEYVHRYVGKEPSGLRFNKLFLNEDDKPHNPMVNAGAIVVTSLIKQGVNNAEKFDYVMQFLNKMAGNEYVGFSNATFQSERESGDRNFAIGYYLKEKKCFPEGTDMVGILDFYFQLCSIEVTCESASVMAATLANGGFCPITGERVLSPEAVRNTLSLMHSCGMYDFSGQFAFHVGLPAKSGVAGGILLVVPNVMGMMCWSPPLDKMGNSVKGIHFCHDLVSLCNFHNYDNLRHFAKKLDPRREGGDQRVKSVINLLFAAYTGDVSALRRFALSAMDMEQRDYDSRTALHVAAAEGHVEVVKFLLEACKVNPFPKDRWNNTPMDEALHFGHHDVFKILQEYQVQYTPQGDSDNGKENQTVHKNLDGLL
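Compounds were pin-transferred onto hKGA, after which L-glutamine (1 mM solution) and a detection mix of glutamate oxidase, HRP and Amplex Red were added. Initial and 30 min RT fluorescence reads were collected.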
Pin1 inhibitor = inhibitors of human Pin1 | Q13526 | Pin1 FP peptide displacement, HiFluor488, 10 min | Potency, µM (titrated, usually from 115 µM), without a hit: at the highest dose activity, negative = inhibition, hits mostly inhibitors | 390,000 compounds, 0.009% hits; active means well fitted inhibition curve with a large enough effect in the polarisation, with a control signal flat, not every such curve was filed as active; inconclusive means small, poorly fitted or top-dose-only effect, or effect the other way, or a change in a side signal; inactive means no such curve, though single readings can be large or run the other way; the % refers to the polarisation; further: potency means the concentration at half of the fitted maximal effect; on the % scale 0 is the no-effect control and ±100 the full control effect
Active calls of the source: *; i = inactive; ? = inconclusive; . = no result given; & = joins results of further samples; [ ] = another dose, or the depositor's remark. Unless noted, the call rests on the fitted dose curve; in most records, active means well fitted curve in the direction sought with a large enough effect; inconclusive means small, poorly fitted or top-dose-only effect, or another doubt; inactive means no such curve, though single readings can be large; an effect the other way counts as inactive or inconclusive. No enrichment for hits; 11% or so of the library scored in one or more.

SMILES	BAZ2B inh	HP1b chromo inh	G9a inh	Tb PGK inh	PI4K2A block	ERG-DNA inh	JMJD2A Tudor	GLS inh	Pin1 inhibitor
C=CCn1c(SCC(=O)N2CCOCC2)nc(O)c(Cc2ccccc2)c1=O	.	24%	-13%[59 µM]	1%	-2	0%	0%	1%	-12%
Cc1cccc2c(=O)cc(C)n(CC(N)=O)c12	0%	62%[activator]	.	-5%	9	-1%	12%	2%	-6%
O=C(CSCc1cc(=O)c2ccccc2[nH]1)Nc1cccc(C(F)(F)F)c1	8%	19%[57 µM]	17%[59 µM]	i	-1	-2%	-19%	-3%	0%
CCOc1ccc(/C=N/NC(=O)c2nnn(-c3nonc3N)c2CN2CCC(C)CC2)cc1	10%	14%	16%	3%	2	-3%	-1%	0%	8%
O=C(Cn1cnc2c(oc3ccccc32)c1=O)NCc1ccco1	-6%	13%	30%[12.7 µM]	6%	2	.	-17%	-1%	-5%
CCOc1cc(C2C3=C(CCCC3=O)OC3=C2C(=O)CCC3)cc([N+](=O)[O-])c1O	?	-7%	?	-6%	-12	-5%	-26%	27%	-2%
CCOc1ccc(C(=O)Nc2ccccc2N2CCCC2)cc1	-5%[57.1 µM]	-9%	?	-5%	2	9%	?	27%	0%
C1CCc2c(c(N3CCOCC3)nc3sc4c(N5CCOCC5)nnnc4c23)C1	.	6%	.	-2%	-1	0%	-5%	-10%	3%
Cc1ccc(Cl)cc1NC1=NC(=S)N(C(C)C)C12CCCCC2	7%	45%[activator]	-2%[59 µM]	-7%	6	2%	6%	-5%	?
O=C(O)c1ccc(Cn2cnc3c(=S)nc[nH]c32)cc1	.	-11%	.	-7%	-4	10%	3.5µM*	-13%	-3%
Cc1nc(SCC(=O)Nc2c(C)nn(C)c2C)c2cnn(-c3ccccc3)c2n1	-2%[57.1 µM]	8%	3%	1%	-2	3%	-8%	2%	-5%
COc1ccccc1NC(=O)N1CCOc2ccccc21	-16%	12%	-32%[59 µM]	i	4	-7%	-27%	-8%	?
CC1(C)Oc2nc3ccccc3n2/C1=C\C#N	34%[activator]	43%[activator]	?	-8%	1	-16%	2%	-1%	0%
Cc1cccc(NC(=O)c2c(NC(=O)c3ccco3)sc3c2CCC(C(C)(C)C)C3)c1 (stereo unspecified)	3%	58%[activator]	3%[59 µM]	-12%	-1	-5%	3%	-5%	1%
COC(=O)[C@@H]1C[C@@H]2CC[C@@H](O)C[C@@H]2N1Cc1ccc(OC)cc1	1%	7%	6%[59 µM]	-2%	-1	4%	-7%	9%	-1%
O=C(Cn1nc(C(F)(F)F)c2c1CCC2)N1CCN(c2ccccc2)CC1	-26%	6%	1%[59 µM]	0%	8	-12%	-24%	4%	-8%
Cc1ccc2c(CNC3CCCC3)c(C(=O)O)n(Cc3ccc(F)cc3)c2c1	-32%	52%[activator]	-1%[59 µM]	i	30	1%	0%	5%	6%
CN1CCN(C(=O)c2c(O)c3cccc4c3n(c2=O)CC4)CC1	-12%	32%	-7%[59 µM]	-8%	4	-4%	-12%	-4%	-12%
CCCn1c(C)cc(=O)c2cc(NC(=O)c3ccccn3)ccc21	-1%	27%	23%[59 µM]	5%	5	-4%	1%	4%	4%
O=S(=O)(c1cc(Cl)cc(Cl)c1)N1CCCC1c1nc2ccccc2s1 (stereo unspecified)	24%	87%[activator]	20%[59 µM]	5%	-1	-9%	26%	1%	4%
COc1cc(C(=O)NCc2nnc(SCC(=O)N3CCCCCC3)o2)cc(OC)c1OC	4%	31%	35%[0.501 µM]	4%	5	5%	1%	4%	4%
CCOC(=O)N1CCN(C(=O)CSc2ccc3nnc(CCNC(=O)c4ccccc4)n3n2)CC1	.	26%	-41%	9%	3	0%	-8%	-4%	0%
CC[C@@H]1CC=C[C@H]2[C@H]1C(=O)N(Cc1ccccc1)[C@H]2c1ccc(OC)c(Cl)c1	5%	52%[activator]	8%[59 µM]	-6%	1	-3%	1%	0%	4%
Cc1cc(C)cc(NC(=O)Cn2nnc(C(=O)NCCc3ccccc3)c2N)c1	-13%	19%&15%	-4%&-32%[59 µM]	0%&-2%	2&-12	1%&14%	-18%	-15%&2%	7%&19%
CCOC(=O)C1(CCOc2ccccc2)CCN(Cc2nccn2CC)CC1	?	22%	?	-2%	1	10%	-24%	1%	-3%
COc1ccccc1CNC(=O)c1cnn(-c2ccc(F)cc2F)c1C1CCN(C(=O)OC(C)(C)C)CC1	2%[57.1 µM]	5%	-9%[59 µM]	-6%	-4	-1%	-26%	5%	0%
CCOC(=O)c1ccc(Cl)c(S(=O)(=O)N2CCCC2)c1	-6%	11%	.	i	3	-2%	2%[11.4 µM]	7%	-2%
CN(C)Cc1c(O)ccc2cc(-c3nc4ccccc4n3C)c(=O)oc12	-16%	29%	?	-1%	4	1%	-12%	7%	?
O=C(O)c1cccc(N2C(=O)CSC2c2c(F)cccc2Cl)c1 (stereo unspecified)	-2%	21%	-9%[59 µM]	3%	3	-4%	11%[57.1 µM]	-6%	-13%
Cc1cccc(C(=O)Nc2ccc(N3CCN(C(=O)c4ccco4)CC3)cc2)c1	-24%	0%	?	1%	1	0%	-19%	27%	-4%
CCOC(=O)c1c(NC(=O)c2cnn3c2NC(c2cccc(OC)c2)CC3C(F)(F)F)sc2c1CCCC2 (stereo unspecified)	9%	27%	37%[59 µM]	i	5	-4%	8%[57.1 µM]	-6%	8%
O=c1oc2cc(O)ccc2s1	-5%	42%[activator]	4%[2.33 µM]	-3%	-7	7%	-12%	34%&39%[activator]	-12%
CSCSC1=C(C#N)C(c2ccccc2Cl)C(C(C)=O)=C(C)N1 (stereo unspecified)	30%	59%[activator]	4µM*	.	7	0%	-29%	0%	10%
COc1ccccc1NC(C)=O	.	-1%	7%[59 µM]	4%	-11	0%	-8%[11.4 µM]	0%	-3%
CC(=O)Nc1ccc(C(=O)NC(CC(=O)O)c2ccc(Cl)cc2)cc1 (stereo unspecified)	-31%	11%	8%[12.7 µM]	-4%	6	-4%	-10%	7%	-2%
CCOc1ncccc1C(=O)NCc1ccccc1F	-1%	35%	32%	i	-1	1%	-7%	-5%	-9%
CN(C)/C=C(/C(=O)c1ccc(Cl)c(Cl)c1)c1nnnn1-c1ccccc1	-5%	42%[activator]	.	-1%	5	-7%	-16%	-8%	-20%
C=CCc1ccccc1OCC(=O)OCCNC(=O)c1cccnc1	?	37%	?	-1%	1	2%	?	0%	-1%
CCOc1cc(NC(=O)Nc2ccc(F)cc2)c(OCC)cc1NC(=O)CC	-6%	34%	18%	9%	2	5%	1%	7%	-10%
N#C/C(C(=O)NCc1ccco1)=C1/SC(Cc2ccc(F)cc2)C(=O)N1c1ccccc1 (stereo unspecified)	-29%	21%	?	-6%	5	10%	-13%	0%	30%[activator]
CCC(C)(C(=O)NC1CCCC1)N(C)C(=O)Cc1c[nH]c2ccccc12 (stereo unspecified)	-7%	-5%	3%[59 µM]	i	4	2%	-18%	0%	4%
O=C(O)/C=C/C(=O)Nc1ccc(F)cc1F	-20%[57.1 µM]	21%	?	.	-10	.	-29%	10%	6%
O=C(CNC(=O)C12CC3CC(CC(C3)C1)C2)N1CCN(S(=O)(=O)/C=C/c2ccccc2)CC1	3%	30%	-38%	i	1	-10%	11%[57.1 µM]	4%	-2%
Cc1snc(SCC(=O)c2ccc(F)cc2)c1C#N	25%	58%[activator]	0%	8%	0	-8%	6%[11.4 µM]	-5%	-2%
COc1ccc(C(=O)Nc2ccccc2C(=O)N/N=C/c2ccccn2)cc1OC	?	7%	13%[59 µM]	-13%	-4	-13%	-34%	14%	3%
CCN(Cc1ccccc1)C(=O)c1oc2ccc(S(=O)(=O)N3CCOCC3)cc2c1C	-20%	69%[activator]	20%[59 µM]	-3%	-1	11%	-15%	0%	-2%
C=CCNC(=O)N1CCCC(C(=O)c2cccc(Cl)c2)C1 (stereo unspecified)	4%	35%	?	1%	0	-7%	-5%	-1%	0%
Cc1ccc(S(=O)(=O)NC(=O)c2ccccc2C)cc1	-1%	32%	71%[activator]	-2%	-1	-3%	-11%	-13%	1%
Cc1ccc(C2CC(C(F)(F)F)n3nc(C(=O)NCc4ccco4)cc3N2)cc1 (stereo unspecified)	-10%	26%	-42%[12.7 µM]	-1%	-1	-2%	5%	-2%	3%
O=C(O)CCCCCNc1nc2ncn(Cc3ccccc3)c2c(=O)[nH]1	?	15%	?	-2%[11.5 µM]	-3	.	-12%	0%	0%
(next part)
SMILES	BAZ2B inh	HP1b chromo inh	G9a inh	Tb PGK inh	PI4K2A block	ERG-DNA inh	JMJD2A Tudor	GLS inh	Pin1 inhibitor
CCc1cc2c(=O)c(Oc3ccccc3)c(C)oc2cc1O	6%	47%[activator]	8%	6%	-1	5%	-2%	5%	-2%
CC(=O)c1ccc(N2CCN(C(=O)c3cc4c(-c5ccccc5F)nn(C)c4s3)CC2)cc1	1%	13%	-25%	-1%	5	-11%	-19%	6%	20%
Cc1cccc(C(=O)N/C(=C\c2ccc(C)o2)C(=O)O)c1	-13%	23%	?	-2%	3	1%	-21%	8%	-13%
CCCCn1c2ccccc2c2nnc(SCC(=O)Nc3ccc(NC(C)=O)cc3)nc21	-12%	6%	?	2%	-6	0%	?	-2%	?
COC(=O)c1ccc(C2NC(=O)c3ccccc3O2)cc1 (stereo unspecified)	1%	54%[activator]	-7%	5%	-13	0%	-27%	2%	-1%

Screening data deposited in PubChem BioAssay by National Center for Advancing Translational Sciences (NCATS).
